LYP inhibition: inhibitors of LYP phosphatase, biochemical, fluorescence intensity, uHTS (AID 1779). inhibition, % at 11.5 µM; hits with a dose series show IC50 in µM. recombinant LYP phosphatase, fluorescence intensity; higher % means a stronger effect. actives 0.054% (n = 290,000);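 also: plate controls were vehicle with enzyme for no effect and no enzyme for full effect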
HIV peptide binding: cell-free HIV fusion peptide-binding blockers – biochemical, uHTS, fluorescence dequenching, primary screen (AID 1986). cell-free peptide binding, fluorescence dequenching, 30 min; higher % means a stronger effect. one-dose inhibition, % at 20 µM; IC50 in µM for titrated hits. actives 0.3% (n = 290,000); in the data active = inhibition mostly above about 52%, no sharp cut-off; inactive = mostly below about 76%; also: some results filed as inactive read as strong as hits
Lipid droplet: hepatic lipid droplet formation modulation | AML12 mouse hepatocytes, oleate lipid droplets, BODIPY imaging | inhibition, % at 6.5 µM | actives 0.4% (n = 240,000) | AID 1656;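 active = lipid droplet intensity inhibited by at least 50%, with more than 500 cells counted; inconclusive = wells with under 300 cells, treated as cytotoxic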
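Material – AML12 mouse liver cells · Also added – oleate loading, 100 µM · Compound dosing – 6.5 µM single-point dosing · Times – overnight treatment with compound plus oleate · Measured by – fluorescence imaging, 20x objective, two fields per well · Read-out – percent inhibition of filter-corrected integrated lipid droplet intensity per well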
Myeloid diff MLP: promotes myeloid progenitor differentiation; AID 624256; actives 1% (n = 360,000); ER-HoxA9 myeloid progenitors, lysozyme-GFP differentiation, flow cytometry; calls only at 10 µM;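 active = normalized GFP-positive differentiation at or above the plate's own cutoff, the solvent-only control mean plus 3 SD; inconclusive = no clear call, values can overlap the other calls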;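 also: cells exposed to compound for four days before flow analysis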
NS5 inhibitors: flavivirus cap methylation enzyme inhibition – biochemical, confirmation dose response, primary screen (AID 588689); Dengue-2 NS5 methyltransferase capping enzyme assay, biochemical; higher % means a stronger effect; inhibition, % at 25 µM; hits with a dose series show IC50 in µM; actives 0.3% (n = 340,000); in the data active = a potency from the dose series; inconclusive = inhibition above about 29% without an active follow-up result
AID2073: inhibitors of Mint1-CaV2.2 protein interaction, biochemical, HTRF (AID 2073); HTRF protein-protein interaction, Mint1-CaV2.2; higher % means a stronger effect; inhibition, % at 20 µM; hits with a dose series show IC50 in µM; actives 0.19% (n = 290,000); in the data active = inhibition mostly above about 51%, no sharp cut-off; inconclusive = no clear call, values can overlap the other calls; inactive = mostly below about 53%; also: some results filed as inactive read as strong as hits
Siah-1 displacement: blockers of Siah-1 interaction with plectin peptide – biochemical, fluorescence polarization, rhodamine-plectin, uHTS, primary screen (AID 1817); Siah-1 / rhodamine-plectin peptide fluorescence polarization; higher % means a stronger effect; one-dose displacement, % at 20 µM; IC50 in µM for titrated hits; actives 0.02% (n = 290,000);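 active = displacement of at least 50% at 20 µM, with a fluorescence ratio check between 0.3 and a set limit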;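 also: plate controls were Siah plus tracer with DMSO for no effect and tracer alone without Siah for full effect; strong numbers were not always called active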
HEK293 NOD2/NF-kB: NOD2 signaling inhibitors, cell-based, luminescence, uHTS, HEK293 (AID 1566). HEK293 NOD2/NF-kB luciferase reporter, luminescence; higher % means a stronger effect. one-dose inhibition, % at 4 µM; EC50 in µM for titrated hits. actives 0.63% (n = 290,000); also: many of its hits are not listed in these tables
XIAP antagonists: XIAP antagonists, biochemical, IAP family, fluorescence polarization (AID 1018); XIAP BIR domain, fluorescence polarization peptide displacement; higher % means a stronger effect; displacement, % at 20 µM; hits with a dose series show IC50 in µM; actives 0.007% (n = 200,000); in the data active = displacement above about 50%; also: a part of the inactive calls stands beside numbers as strong as those of hits
Lipid droplet cells 6.5 µM: further read-out of Lipid droplet, marked with its call; cell count; measured here: cell count, cytotoxicity flag;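 cells counted across two imaged fields per well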
NS5 inhibitors pilot replicate: second read-out of NS5 inhibitors, no call of its own (marks repeat the call); inhibition, %; measured here: pilot screen replicate inhibition
Myeloid diff MLP GFP+ MAC1+ %: recorded beside Myeloid diff MLP, whose call it bears; GFP+ MAC1+ double positive, %; measured here: differentiation confirmed by MAC1 staining
Active calls of the source: *; i = inactive; u = inconclusive; x = no result given; + = active, no number. Rule as the data show it, unless noted: active = inhibition above about 50%; inactive = the rest.

SMILES | LYP inhibition | HIV peptide binding | Lipid droplet | Lipid droplet cells 6.5 µM | Myeloid diff MLP | Myeloid diff MLP GFP+ MAC1+ % | NS5 inhibitors | AID2073 | Siah-1 displacement | HEK293 NOD2/NF-kB | XIAP antagonists | others
Cc1cccc(NC(=S)N/N=C(\c2ccccc2)C(C)C)c1 | 0% | -1.7% | -24 | 671 | i | 0.2 | -5% | -11% | -8% | -11% | -1.4%
CC1(C)CC(=O)c2cc(OCC(=O)NCc3cccnc3)ccc2O1 | -5% | -1.9% | x | x | i | 5.2 | -1% | 30% | 7% | -20% | -0.8%
COCCOC(=O)C1=C(C)NC(=O)CC1c1cc2c(cc1Br)OCO2 (centres undefined) | -1% | 1.8% | -18 | 482 | i | 0.7 | -11% | 0% | 3% | 3% | -1.5% | NS5 inhibitors pilot replicate=2.1
COCCCNC(=O)c1ccc(N(C)S(C)(=O)=O)cc1 | 0% | -0.9% | 6 | 736 | i | 0.8 | -6% | 1% | 2% | -17% | -9.4%
O=P(COCCO)(c1ccccc1)c1ccccc1 | -9% | -2.6% | 4 | 784 | i | 0.7 | -10% | 3% | 4% | 8% | -6.4%
COCCCNC(=S)N1CCN(C)CC1 | -9% | 0.5% | 4 | 710 | i | 0.2 | -6% | -10% | -4% | 8% | x
O=C(N/N=C/c1ccco1)c1cc(-c2ccc(Cl)s2)[nH]n1 | -2% | 9.9% | -34 | 683 | i | 0.4 | -12% | -10% | -7% | 3% | 1.5%
CC1(C)C=Cc2c(c3ccccc3[nH]c2=O)O1 | -8% | -1.0% | x | x | i | 0.6 | -4% | -16% | -2% | 3% | -1.3%
Cc1cc(C(F)(F)F)cc(NNC(=O)NC(=O)c2ccc(Cl)cc2)n1 | -10% | 0.2% | -3 | 687 | i | 0.4 | -2% | -1% | 13% | 14% | x
Cc1ccc(C)n1-c1nn(S(=O)(=O)c2cccc(C(F)(F)F)c2)c2cccc(F)c12 | 3% | 1.3% | 7 | 719 | i | 0.3 | x | 6% | 1% | 7% | x
COc1ccc(N2CCN(C(=O)c3ccc4c(c3)OCO4)CC2)cc1 | -8% | -0.5% | x | x | i | 1.8 | 1% | 3% | 2% | -6% | -2.3%
Brc1ccc(CSc2nnc(-c3ccccn3)n2Cc2ccco2)cc1 | 2% | 0.8% | x | x | i | 5.7 | -9% | -8% | -3% | -26% | -15%
CC(C)(C)CN1CCNC(=O)C1CC(=O)NCCc1ccccc1F (centres undefined) | -7% | 5.6% | 0 | 729 | i | 0.4 | x | -14% | -2% | 12% | -4.1%
CCN=C(NCC)SC1CC(=O)N(c2cccc(OC)c2)C1=O (centres undefined) | -6% | -1.7% | x | x | i | 6.7 | 3% | -2% | -1% | 2% | -2.8%
O=C(NCc1ccco1)c1cc2c(s1)CCCCC2 | 10% | 26% | -11 | 691 | i | 0.9 | -5% | 67% | 32% | -62% | -12%
CC1CN(C(=O)Nc2ccc(F)cc2F)CC(C)O1 (centres undefined) | -9% | -0.9% | 0 | 827 | i | 1.2 | -2% | 9% | -1% | 7% | x
Clc1ccc2nc(-c3ccncc3)cc(-c3ccccc3)c2c1 | -4% | -0.5% | -6 | 653 | i | 1.1 | -2% | 0% | -8% | -14% | -8.9%
COc1cccc(-c2nn(-c3ccccc3)cc2C(=O)NCC(=O)O)c1 | 0% | 3.1% | 16 | 649 | i | 1.8 | 4% | -10% | 2% | -2% | -5.9%
Cc1ccc(S(=O)(=O)Nc2ccc(C(=O)N3CCCC3)cc2)cc1 | -8% | -1.0% | 5 | 698 | i | 2.8 | 1% | 1% | 10% | 11% | x
COc1ccc(-c2[nH]ncc2N=Nc2ccccc2)cc1 | -2% | -1.3% | 5 | 678 | i | 0.2 | 1% | 10% | 2% | -33% | -9.5%
CC1Cc2ccccc2N1C(=O)CN1CCC(C(N)=O)CC1 (centres undefined) | -6% | -1.2% | 37 | 674 | i | 1.3 | -4% | -7% | -6% | 10% | -2.2%
CCN(CC)C(=O)CSc1nnc(-c2ccccc2)n1-c1ccccc1 | -10% | 1.4% | x | x | i | 2.7 | -5% | -4% | 1% | 11% | 0.7%
Nc1nc2nc(-c3ccccc3)cc(=O)n2[nH]1 | -7% | -1.1% | 3 | 800 | i | 0.4 | -1% | -1% | -6% | 2% | -1.3%
CCc1ccc(S(=O)(=O)NCc2cn3cccc(C)c3n2)s1 | 0% | 0.3% | x | x | i | 1.3 | -7% | -3% | 4% | 21% | -1.8%
CCOC(=O)c1cn(Cc2ccccc2)c2cc(C)nn2c1=O | -7% | -1.0% | 7 | 733 | i | 0.3 | -9% | 14% | 10% | 7% | x

As a short view, some entries already given.
SMILES | LYP inhibition | HIV peptide binding | Lipid droplet | Lipid droplet cells 6.5 µM | Myeloid diff MLP | Myeloid diff MLP GFP+ MAC1+ % | NS5 inhibitors | AID2073 | Siah-1 displacement | HEK293 NOD2/NF-kB | XIAP antagonists | others
Cc1cccc(NC(=S)N/N=C(\c2ccccc2)C(C)C)c1 | 0% | -1.7% | -24 | 671 | i | 0.2 | -5% | -11% | -8% | -11% | -1.4%
CC1(C)CC(=O)c2cc(OCC(=O)NCc3cccnc3)ccc2O1 | -5% | -1.9% | x | x | i | 5.2 | -1% | 30% | 7% | -20% | -0.8%
COCCOC(=O)C1=C(C)NC(=O)CC1c1cc2c(cc1Br)OCO2 (centres undefined) | -1% | 1.8% | -18 | 482 | i | 0.7 | -11% | 0% | 3% | 3% | -1.5% | NS5 inhibitors pilot replicate=2.1

Next records follow.
SMILES | LYP inhibition | HIV peptide binding | Lipid droplet | Lipid droplet cells 6.5 µM | Myeloid diff MLP | Myeloid diff MLP GFP+ MAC1+ % | NS5 inhibitors | AID2073 | Siah-1 displacement | HEK293 NOD2/NF-kB | XIAP antagonists | others
Cc1c(NS(=O)(=O)c2ccc(Cl)c(C(=O)OCC(=O)NCc3ccco3)c2)c(=O)n(-c2ccccc2)n1C | -10% | 1.7% | 2 | 719 | i | 1.0 | -7% | 12% | 5% | 21% | -3.5%
O=C(Nc1ccc(-n2nncc2-c2ccco2)cc1)c1ccc(F)cc1 | -4% | 0.6% | x | x | i | 11 | -1% | 1% | 6% | 5% | -4.8%
CCCCCC(=O)N1CCCC(c2nc(-c3ccc(OC)cc3)no2)C1 (centres undefined) | -4% | -1.0% | x | x | i | 0.7 | -1% | -4% | 2% | 15% | -1.5%
Cc1cc(NS(=O)(=O)c2ccc(NC(=O)CCCOc3cccc(C)c3C)cc2)no1 | -4% | 9.6% | -11 | 650 | i | 6.3 | 3% | 6% | 4% | -1% | x
O=C1OC(Nc2ccc3c(c2)OCO3)c2ccccc21 (centres undefined) | -9% | -2.2% | x | x | + | 1.6* | 5% | -28% | 0% | 34% | -1.9%
CCNC(=O)C1CCCc2c1[nH]c1ccc(Cl)cc21 (centres undefined) | 6% | 3.2% | 0 | 732 | i | 0.2 | -1% | -3% | 0% | 2% | -2.9%
COc1ccccc1N1CCN(C(=O)COc2ccc(S(=O)(=O)NC(C)C)cc2)CC1 | -7% | -0.1% | 0 | 515 | i | 0.9 | 0% | -15% | 3% | 19% | -4.5%
COc1cc(/C=C2\NC(=S)N(C)C2=O)ccc1OCc1cccc(F)c1 | -3% | -0.1% | -2 | 775 | i | 0.6 | -3% | 20% | -6% | 10% | x
C[C@@H]1CC[C@H](O)/C=C/C(=O)O[C@H](C)CC[C@H](O)/C=C/C(=O)O1 | -12% | 7.9% | 2 | 658 | i | 2.0 | -2% | 12% | 2% | 10% | x
COc1cccc(C(=O)Nc2c(F)c(F)c(F)c(F)c2F)c1 | 1% | 2.3% | -4 | 655 | i | 0.8 | -7% | -3% | 1% | -6% | -4.6% | NS5 inhibitors pilot replicate=-6.4
S=c1[nH]ccn1CCc1ccccc1 | -4% | -2.4% | 14 | 845 | i | 0.9 | -8% | -16% | -5% | 2% | x
COc1cccc(CCNC(=O)CC2C(=O)NCCN2Cc2ccc(C)o2)c1 (centres undefined) | -16% | 5.3% | -1 | 716 | u | x | 4% | 9% | 4% | 21% | x
CCOC(=O)c1c(NC(=O)CN2CCCCC2)sc(C)c1C | -7% | 0.0% | 5 | 672 | i | 0.9 | -3% | -1% | 1% | 14% | -3.4%
COc1ccc(/C(O)=C2\C(=O)C(=O)N(c3cc(C)on3)C2c2cccc(OC)c2OC)cc1C (centres undefined) | -1% | 4.4% | x | x | i | 0.6 | -6% | 20% | -4% | 16% | -3.7%
CC(C)Sc1nnc([C@@H]2CCCN2C(=O)OC(C)(C)C)o1 | -6% | 1.9% | -3 | 675 | i | 0.8 | -9% | 0% | 0% | 1% | -5.1%
O=C(/C=C/c1ccc(Br)cc1)NC(=S)NNC(=O)c1ccco1 | 5% | 43% | 10 | 718 | i | 0.3 | -2% | 3% | 1% | 1% | -3.2%
O=S(=O)(c1ccc(F)cc1)N1CCCNCC1 | -3% | 0.7% | 9 | 830 | i | 0.6 | -1% | 8% | 3% | -19% | x
COc1ccc2c(c1OC)C(=O)OC2CC(=O)c1ccc(O)cc1 (centres undefined) | -8% | -2.6% | x | x | i | 1.0 | 2% | 8% | -4% | -8% | -1.1%
Cc1cc2c(C)nc(N/N=C/c3ccc([N+](=O)[O-])cc3)nc2o1 | 2% | 0.0% | 5 | 645 | i | 0.4 | -4% | 31% | 12% | 2% | -6.2%
COc1ccc2c(c1)c1nnc(SC)nc1n2C | -5% | 0.8% | x | x | i | 0.5 | -10% | 7% | -1% | -10% | 2.2%
CCOC(=O)c1ccc2nc(NC(=O)c3cccs3)sc2c1 | -2% | 0.9% | 21 | 724 | i | 0.5 | 3% | 28% | -4% | -109% | 0.3%
Cc1ccc(C(NC(=O)C(C)C)c2cc([N+](=O)[O-])c3cccnc3c2O)cc1 (centres undefined) | 0% | 20% | -4 | 516 | i | 1.2 | u | 19% | 8% | 14% | 75%
O=C(CSc1ccc2nnc(-c3cccnc3)n2n1)Nc1ccc(F)cc1 | -6% | -1.1% | -22 | 718 | i | 0.3 | -10% | 11% | -3% | 19% | x
O=C(O)CCc1ccc(-c2ccc(F)cc2)n1CC(=O)O | 6% | 9.5% | 22 | 583 | i | 0.7 | 21% | 12% | 3% | -2% | -1.9%
Cn1c(SCc2ccccn2)nnc1-c1ccccc1 | -10% | 1.5% | 3 | 733 | i | 0.2 | -3% | -8% | 0% | -6% | -9.0%
Cc1cccc(C(=O)NNC(=O)c2cc3cc4ccccc4nc3s2)c1 | 0% | -2.3% | x | x | i | 0.7 | -5% | 12% | 3% | -2% | -1.3%
Cc1nc(N2CCN(C)CC2)c2c3c(sc2n1)CCCC3 | -9% | -1.8% | -6 | 850 | i | 0.9 | 5% | 8% | 2% | 17% | x
CCOC(=O)c1sc(=NC(=O)c2ccco2)n(C)c1C | 3% | 0.4% | 1 | 660 | i | 0.4 | 1% | -4% | 4% | -53% | -2.6%
Cc1cc(C(=O)Nc2ccc(OCc3ccccc3)cc2)c(C)o1 | -2% | -0.8% | -23 | 670 | i | 0.4 | -7% | -4% | -1% | -44% | -6.5%

Bioassay records deposited in PubChem BioAssay by several laboratories.

An excerpt. The share of hits here may be higher or lower than overall.
